APOBEC3A inh: APOBEC3A ssDNA deaminase inhibitors, primary screen, selectivity assay for APOBEC3G inhibitor project, biochemical, FAM/TAMRA oligo cleavage fluorescence; inhibition, % at 20 µM; 330,000 compounds, 0.41% hits; DNA dC->dU-editing enzyme APOBEC-3A (Homo sapiens), P31941; recombinant A3A, FAM/TAMRA ssDNA deamination fluorescence;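 active = at least 40% inhibition at 20 µM here, with at most 30% in a related deaminase screen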;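 note: plate controls were A3A with DMSO for no effect and wells lacking A3A enzyme for full effect; some results filed as inactive read as strong as hits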
Target sequence (P31941 whole entry, looked up): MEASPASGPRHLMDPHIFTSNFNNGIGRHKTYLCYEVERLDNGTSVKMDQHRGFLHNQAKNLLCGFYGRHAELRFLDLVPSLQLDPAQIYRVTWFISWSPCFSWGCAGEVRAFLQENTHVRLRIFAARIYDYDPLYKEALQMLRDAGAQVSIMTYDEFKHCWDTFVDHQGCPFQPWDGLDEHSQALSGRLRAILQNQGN
CCR6 antagonist: CCR6 receptor antagonists, primary screen, cell-based, CHO-K1, luminescence, beta-arrestin, uHTS; C-C chemokine receptor type 6 (Homo sapiens), P51684; CHO-K1 CCR6 PathHunter beta-arrestin, CCL20-stimulated; 340,000 compounds, 0.49% hits; inhibition, % at 20 µM;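 active = compounds whose inhibition of the agonist-driven luminescence signal at 20 µM reaches about 50%, limit read from the data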;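 note: cells stimulated with CCL20 at 14 nM final; plate controls were DMSO with CCL20 for no effect and DMSO without agonist for full effect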
Gli-Sufu block: Gli-Sufu pathway antagonists, primary screen, luciferase luminescence, Sufu-KO-LIGHT cells, uHTS. Sufu-KO-LIGHT fibroblasts, Gli luciferase reporter luminescence. inhibition, % at 5 µM. 340,000 compounds, 0.74% hits;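 active = inhibition above about 55%, limit read from the data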;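 note: 0% = DMSO-treated cells and 100% = wells with medium but no cells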
APOBEC3G inh: APOBEC3G DNA deaminase inhibitors, primary screen, biochemical, fluorescence, single-stranded DNA substrate, uHTS. DNA dC->dU-editing enzyme APOBEC-3G (Homo sapiens), Q9HC16. recombinant A3G, ssDNA deamination FAM/TAMRA fluorescence. inhibition, % at 20 µM. 330,000 compounds, 0.28% hits;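 active = inhibition of at least 40% at 20 µM, with no more than 30% in the related APOBEC3A deaminase screen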;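 note: plate controls were DMSO wells with A3G for no effect and wells lacking A3G enzyme for full effect; some compounds called inactive have numbers as strong as hits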
EBI2 block: EBI2 receptor antagonists, beta-arrestin recruitment, primary screen, cell-based, luminescence, 7a,25-OHC stimulation, uHTS; G-protein coupled receptor 183 (Homo sapiens), P32249; 7a,25-OHC stimulated; inhibition, % at 5 µM; 360,000 compounds, 0.81% hits; in the data active = inhibition above about 38%;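 note: enzyme fragment complementation signal reports receptor beta-arrestin coupling in cells; 0% = agonist plus DMSO wells and 100% = wells without agonist; some results beyond the cut were filed as inactive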
Target sequence (P32249 whole entry, looked up, the tested form may be a part): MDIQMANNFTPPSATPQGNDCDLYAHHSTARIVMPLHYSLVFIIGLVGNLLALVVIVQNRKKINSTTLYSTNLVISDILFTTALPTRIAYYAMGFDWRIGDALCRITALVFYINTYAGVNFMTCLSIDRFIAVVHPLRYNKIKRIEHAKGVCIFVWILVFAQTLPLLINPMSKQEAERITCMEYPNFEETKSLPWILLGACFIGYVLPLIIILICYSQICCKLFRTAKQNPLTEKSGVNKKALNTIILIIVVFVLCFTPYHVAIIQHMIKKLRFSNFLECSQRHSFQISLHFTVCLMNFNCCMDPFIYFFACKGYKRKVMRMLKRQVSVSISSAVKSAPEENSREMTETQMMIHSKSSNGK
MPTP inh: mitochondrial permeability transition pore inhibitors, primary screen, biochemical, isolated mouse mitochondria, absorbance; Ca2+ swelling absorbance, 30 min; inhibition, % at 10 µM; 360,000 compounds, 1.4% hits; AID 602449, 2012;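 active = inhibition of 50% or more, scaled per plate between neutral and stimulator controls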;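 note: 0% = DMSO wells given calcium and 100% = 1 mM EGTA wells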
NR3A LBD binder: binders of NR3A ligand-binding domain, primary screen, biophysical, differential scanning fluorimetry, uHTS; Tm shift relative to glycine control, % at 25 µM; 340,000 compounds, 2.5% hits; NR3A LBD differential scanning fluorimetry, Tm shift; 0% = protein alone, 100% = glycine-bound protein; Glutamate receptor ionotropic, NMDA 3A (GRIN3A) ligand-binding domain;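 active = melting temperature shift of at least 10% of the positive control shift, at one fixed dose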
CXCR6 block: CXCR6 receptor inhibitors, primary screen, cell-based, beta-arrestin, luminescence, CHO-K1 PathHunter, 1536-well; inhibition, % at 20 µM; 360,000 compounds, 0.36% hits; in the data active = inhibition above about 34%, passing the limit was not always enough;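 note: antagonist mode with CXCL16 agonist at 10 nM final; 0% = 10 nM CXCL16 with DMSO and 100% = unstimulated wells without agonist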
Target sequence (O00574 whole entry, looked up): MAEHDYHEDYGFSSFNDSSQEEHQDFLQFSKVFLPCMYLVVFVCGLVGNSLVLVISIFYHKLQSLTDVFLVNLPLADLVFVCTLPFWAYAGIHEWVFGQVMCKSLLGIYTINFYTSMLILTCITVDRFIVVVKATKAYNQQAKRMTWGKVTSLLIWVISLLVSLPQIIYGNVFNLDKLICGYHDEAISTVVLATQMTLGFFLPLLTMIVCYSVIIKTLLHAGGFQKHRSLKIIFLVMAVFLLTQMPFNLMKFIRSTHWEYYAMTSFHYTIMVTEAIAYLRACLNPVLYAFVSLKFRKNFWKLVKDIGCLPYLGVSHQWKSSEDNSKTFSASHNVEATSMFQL
The depositor's hits bear a star; x = no result given.

| Structure | APOBEC3A inh | CCR6 antagonist | Gli-Sufu block | APOBEC3G inh | EBI2 block | MPTP inh | NR3A LBD binder | CXCR6 block |
| --- | --- | --- | --- | --- | --- | --- | --- | --- |
| COc1ccc2oc(=O)c(/C(C)=N/Nc3nc(-c4cc(C)ccc4C)cs3)cc2c1 | -1 | 10 | 0 | -9 | -1 | -1.2 | -4 | -14 |
| COc1ccccc1-c1nc(C(N)=O)c2[nH]c(=O)n(-c3cccc(C)c3)c2n1 | 4 | -2 | -30 | -2 | 6 | 1.6 | 0 | 5 |
| O=C(c1ccc([N+](=O)[O-])cc1)N(C1=NCCCCS1)c1ccccc1 | -2 | 7 | 13 | -3 | -10 | 1.0 | -2 | -8 |
| O=C(COc1cccc(F)c1)N[C@@H](Cc1ccccc1)c1nc2ccccc2[nH]1 | 5 | 8 | 44 | -3 | 14 | 16 | -5 | -4 |
| CCOC(=O)CSc1nc2cc(S(=O)(=O)Nc3ccccc3OC)ccc2o1 | 1 | -21 | 0 | -5 | 0 | -1.5 | 5 | -16 |
| CN(C)CCCn1c(SCC(=O)Nc2nccs2)nnc1-c1ccncc1 | -6 | 13 | -3 | -3 | 2 | -2.7 | 0 | 1 |
| Cc1ccccc1-c1nc(CS(=O)CC(=O)NCCCN(C)c2ccccc2)c(C)o1 (centres undefined) | -1 | 6 | 7 | -6 | 2 | 4.0 | 0 | 3 |
| Cc1ccc(-n2ncc3c2CC(C)(C)CC3NC(=O)CCc2cnn(C)c2)cc1 (centres undefined) | -1 | 6 | 9 | -4 | 0 | -0.7 | 2 | 12 |
| CN(C)CC(C)(C)CNS(=O)(=O)CC12CCC(CC1=O)C2(C)C (centres undefined) | -2 | 3 | 3 | -6 | -1 | -1.1 | 0 | 4 |
| COc1ccc(CCN2CC(C(=O)NCCc3ccc(C)cc3)CC2=O)cc1OC (centres undefined) | 11 | 6 | -2 | 1 | -2 | 0.6 | -1 | 4 |
| Cc1cc(C)nc(SCc2cn3ccccc3n2)n1 | -4 | 4 | 1 | -8 | 6 | 1.7 | -1 | -2 |
| NC(=O)c1cccc(N=Cc2cc(Cl)cc(Cl)c2O)c1 | x | 21 | -3 | x | -13 | 0.2 | -1 | 31 |
| CCOc1ccc(N(CC(=O)NCCSCc2ccco2)S(=O)(=O)c2ccc(C)cc2)cc1 | -6 | 19 | 13 | -7 | 3 | -1.1 | 1 | 2 |
| CCCC(=O)N(CCc1ccccc1)Cc1nc2ccccc2c(=O)[nH]1 | -4 | -7 | -8 | -7 | -1 | 3.0 | -1 | 5 |
| COc1ccc(C2=NOC(C(=O)Nc3cccnc3Cl)C2)cc1 (centres undefined) | -1 | -8 | 1 | -7 | -6 | 1.9 | -1 | -3 |
| CC(C)C(=O)NC(c1ccc(N(C)C)cc1)c1c(O)ccc2ccccc12 (centres undefined) | 7 | -1 | -26 | 0 | 4 | -0.7 | -4 | -10 |
| O=C(COC(=O)c1ccco1)NCCc1ccc(Cl)cc1 | 0 | 3 | 2 | -2 | -8 | -1.3 | 7 | -1 |
| COCC(=O)n1nc(-c2ccccc2)nc1NCc1ccc(F)cc1 | -3 | 1 | -12 | -5 | -2 | 0.5 | 13* | 5 |
| Cc1ccc(CN2CCSCC2)c(C)c1 | -2 | 8 | 1 | -7 | 0 | 0.2 | 0 | 1 |
| Cc1ccc(C(C#N)c2ccc(Cl)nn2)cc1 (centres undefined) | -5 | 5 | -8 | -9 | -1 | -0.9 | -4 | -10 |
| O=C(NC1CCCCC1)C(c1ccco1)N(C(=O)c1csnn1)c1cccc(F)c1 (centres undefined) | 0 | 18 | 5 | -6 | 6 | -0.5 | -5 | 3 |
| N=c1n(CCN2CCCCC2)c2ccccc2n1CC(O)c1cccc(Br)c1 (centres undefined) | 1 | 26 | 0 | -4 | 6 | 2.7 | -3 | 1 |
| Cc1nn(-c2ccccc2)c(NC(=O)c2cccs2)c(-c2ccc(Cl)cc2)c1=O | 1 | -1 | 3 | -1 | -1 | -2.0 | 0 | -4 |
| COc1ccc(CC(=O)NC(CC(=O)O)c2cccc([N+](=O)[O-])c2)cc1 (centres undefined) | 0 | -2 | -1 | -1 | -12 | -1.2 | 0 | -8 |
| Cc1nn(CCCC(=O)N2CCc3ccccc3C2)c(=O)c2cc3sccc3n12 | -4 | 4 | 0 | -8 | -6 | -1.0 | -4 | -1 |
| CC12CCC(=O)N1C(C(=O)Nc1nc3ccc(S(C)(=O)=O)cc3s1)CS2 (centres undefined) | 2 | -6 | 4 | -10 | -2 | 0.0 | 1 | -4 |
| COC(=O)CCn1nnc(-c2ccc(C(C)C)cc2)n1 | 1 | -19 | 57* | -3 | -2 | 0.5 | 1 | 2 |
| COc1c[nH]n(C2CCCCC2)c(=O)c1=O | 0 | -9 | 2 | -1 | 0 | -0.1 | 0 | -2 |
| COc1ccc(OCCCC(=O)OC(C)C(=O)Nc2ccc(S(N)(=O)=O)cc2)cc1 (centres undefined) | -2 | 1 | -2 | -8 | 0 | -0.4 | 2 | 5 |
| CCn1c(C)nnc1SCC(=O)Nc1cccc(C(F)(F)F)c1 | -4 | 10 | 3 | 5 | 0 | -0.6 | 2 | -2 |
| CC(Sc1nc2ccccc2s1)C(=O)N(C)Cc1ccccc1 (centres undefined) | 1 | 9 | 14 | -4 | 8 | -0.4 | -3 | 15 |
| NC(=O)c1nn(-c2ccccc2)nc1NC(=O)CSc1nnnn1-c1ccc(Cl)cc1 | -1 | 1 | -3 | -1 | -6 | -15 | -2 | 2 |
| CCCC/C(=N\NC(=O)c1ccc(Br)o1)c1ccccc1 | 0 | 22 | 2 | 0 | -9 | -4.1 | 0 | -6 |
| Cc1cc(C)cc(OCC(=O)Nc2ccc3c(c2)OCCO3)c1 | 1 | 2 | -4 | -2 | 2 | -1.7 | 2 | -14 |
| COc1ccc(CNc2nc3nc(C)c(Cl)c(=O)n3[nH]2)cc1 | -2 | 9 | 1 | -6 | 1 | 3.5 | -2 | -3 |
| COc1ccc(C2=C/C(=C/c3cccnc3)C(=O)O2)cc1OC | -3 | 13 | 1 | -3 | 7 | 2.1 | -43 | -5 |
| COC(=O)c1c(NC(=O)CN2C(=O)NC(CCc3ccccc3)C2=O)sc2c1CCCCC2 (centres undefined) | 2 | 11 | 10 | -7 | 11 | 2.4 | 2 | 10 |
| CCCCNC(=S)NNC(=O)c1c(Cl)c(C)nn1C | -5 | 2 | 2 | -9 | -6 | 1.1 | 5 | 4 |
| CCOc1ccc(S(=O)(=O)N2CCN(CCNS(=O)(=O)c3ccc(C)cc3)CC2)cc1 | -2 | 7 | -1 | -9 | -3 | -0.8 | -1 | 5 |
| CN(C)S(=O)(=O)c1c(Cl)cccc1Cl | 10 | 3 | 6 | 0 | -6 | -0.5 | 0 | 1 |
| CCOC(=O)c1cnc(SC)nc1Sc1cc(Cl)ccc1Cl | 3 | 25 | 2 | -2 | 3 | 6.2 | 9 | -4 |
| COc1ccc(CN(C)CC(=O)Nc2ccc(Cl)cc2C(F)(F)F)c(OC)c1 | -8 | 17 | 1 | -8 | 6 | 1.9 | 9 | -1 |
| CCOc1cc(-c2nnc(-c3ccco3)o2)cc(OCC)c1OCC | -1 | -10 | 4 | -6 | -10 | 0.5 | 1 | 1 |
| COC(=O)c1cc(C)sc1NC(=O)c1ccco1 | -4 | -6 | -20 | -2 | 0 | -0.4 | -3 | 7 |
| CCOC(=O)C1CCCN(C(=O)CN2C(=O)c3ccccc3C2=O)C1 (centres undefined) | 1 | -16 | 4 | 4 | -13 | 1.0 | -5 | 2 |
| CCOC(=O)C1(CCCc2ccccc2)CCN(S(C)(=O)=O)CC1 | 0 | 4 | 7 | 0 | 9 | 0.2 | -1 | -4 |
| C=CC[C@@H](CC(=O)N(CCO)Cc1ccccc1)C(=O)N[C@H](COC(=O)[C@@H](CC=C)Cc1ccc(F)cc1)Cc1c[nH]c2ccccc12 | -2 | 16 | -6 | -6 | 25 | 1.2 | 3 | 16 |
| O=C(Cn1cc2c(n1)CCCC2)N1CCc2ccccc21 | 0 | 9 | 6 | 0 | -12 | -2.0 | 0 | 0 |
| Nc1o[nH]c(=O)c1Cc1ccccc1 | -6 | 2 | 34 | -7 | 0 | 0.6 | -411 | -6 |
| Cc1ccc2occ(C3NC(C(=O)O)CS3)c(=O)c2c1 (centres undefined) | 2 | -13 | -9 | -5 | 4 | -0.5 | 0 | 1 |
| O=C(COc1ccc(F)cc1Br)NCc1ccccn1 | -6 | -10 | -30 | -4 | 2 | -0.1 | 1 | -2 |
| O=C(COC(=O)c1ccco1)Nc1ccc(N2CCOCC2)cc1 | -6 | 3 | -8 | -7 | -6 | -0.6 | 0 | -12 |
| CCOC(=O)C1=C(COc2ccccc2)NC(=O)NC1c1ccc(Br)cc1 (centres undefined) | 0 | 15 | -4 | -6 | 15 | 1.8 | 3 | 2 |
| COc1ccc(OC)c(NS(=O)(=O)c2c(C)nc3sccn3c2=O)c1 | -2 | -4 | -1 | -3 | -5 | -1.5 | 0 | -7 |

An unsorted share of the library; overall some 5.8% were active at least once.
